H37Rv inhibition: M. tuberculosis growth inhibition, HTS (AID 449762). M. tuberculosis H37Rv growth inhibition, 7H9 media; higher % means a stronger effect. inhibition, % at 25 µM, or IC50 in µM where a hit was titrated. hit rate 0.59% among 330,000; in the data active = a potency from the dose series; inconclusive = inhibition above about 70% without an active follow-up result;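 also: bacterial growth assessed after seven days of incubation; strong numbers were not always called active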
influenza NS1A: NS1A inhibition, H1N1 influenza, cell based functional assay (AID 504329) | NS1A functional cell-based assay, percent inhibition; higher % means a stronger effect | inhibition, % at 12.5 µM, or IC50 in µM where a hit was titrated | hit rate 0.3% among 340,000; in the data active = a potency from the dose series; inconclusive = inhibition above about 27% without an active follow-up result; also: strong numbers were not always called active
PhoP GFP inhibition: Inhibition of PhoP regulon, Salmonella typhi GFP reporter cells, confirmation, 4 h (AID 1850). Salmonella Typhi PhoP-promoter GFP reporter, fluorescence, 4 h; higher % means a stronger effect. inhibition, % at 50 µM; hits with a dose series show IC50 in µM. hit rate 0.33% among 310,000; in the data active = a potency from the dose series; inconclusive = inhibition mostly from about 25% at the one dose, without a potency; inactive = the rest, 99 in 100 with inhibition below about 19%;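 also: 0% = induced wells with vehicle and 100% = uninduced wells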
inhibitors of VEEV: inhibitors of VEEV TC-83 cytopathic effect, confirmation, Vero cells (AID 588727). hit rate 0.13% among 350,000. Vero cells, VEEV TC-83 cytopathic effect inhibition; higher % means a stronger effect. inhibition, % at 20 µM, or IC50 in µM where a hit was titrated; in the data active = a potency from the dose series; inconclusive = inhibition mostly from about 14% at the one dose, without a potency; inactive = the rest, 99 in 100 with inhibition below about 12%; also: strong numbers were not always called active
M. tuberculosis: growth inhibition of non-replicating M. tuberculosis (AID 488890); Mycobacterium tuberculosis non-replicating, growth inhibition; higher % means a stronger effect; one-dose inhibition, % at 25 µM; IC50 in µM for titrated hits; hit rate 0.39% among 320,000; in the data active = a potency from the dose series; inconclusive = inhibition mostly from about 82% at the one dose, without a potency; inactive = the rest, 99 in 100 with inhibition below about 76%;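 also: plate controls were DMSO cells for no effect and high antibiotic wells for full effect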
inhibitors of VEEV 10K pilot screen: further read-out of inhibitors of VEEV, marked with its call; inhibition, %; measured here: 10K pilot screen inhibition
* hit, by the source's call; i = inactive; u = inconclusive; x = not tested or not shown; & = joins results of further samples. The order is random (roughly 1.5% active in at least one column).

SMILES	H37Rv inhibition	influenza NS1A	PhoP GFP inhibition	inhibitors of VEEV	M. tuberculosis	others
Clc1ccccc1OCCCCn1ccnc1	-6%	-7%	9%	i	u	inhibitors of VEEV 10K pilot screen=2.3
CC1CN=C(NCc2ccccc2)S1 (centres undefined)	10%	-12%	2%	5.2%	-16%
COCCN1C(=O)C(C(=O)OC)CC2=C1CC(C)(C)CC2=O (centres undefined)	x	-4%	x	i	x
Cc1ccc2c(c1)C(=O)N1[C@H]3c4cc(Cl)ccc4OC[C@@H]3[C@H](c3ccccc3)[C@]1(C)C(=O)N2	4%	8%	x	5.6%	32%
CC(=O)Nc1ccc(OCCCNC(=O)c2c(-c3ccccc3)noc2C)cc1	1%	4%	3%	i	-5%
O=C(CSc1nnc(-c2ccncc2)n1-c1ccc(Cl)cc1)NCc1cccs1	-8%	1%	3%	7.1%	-10%
COc1ccc(S(=O)(=O)NC2CCCCC2)cc1-n1cnnn1	-5%	0%	8%	0.8%	-9%
Cc1nc(C)c(C(=O)N2CCCC(C(=O)c3cc(F)ccc3F)C2)s1 (centres undefined)	3%	-3%	-8%	2.4%	5%
CN1CC[C@]23c4c5ccc(OC6OC(C(=O)O)[C@@H](O)C(O)[C@H]6O)c4OC2C(O)C=CC3[C@H]1C5 (some centres undefined)	-1%	-22%	x	i	1%
CN1C(=O)/C(=C/c2ccc(OCc3ccccc3F)cc2)NC1=S	8%	-6%	-5%	i	-4%
COc1ccc(N/C(N)=N/c2nc(CSc3nnc(C)s3)cc(=O)[nH]2)cc1	3%	-4%	4%	0.3%	-1%
CC(C)C[C@H]1CNC(=S)N1CC1CCCN1C[C@H](Cc1ccc(O)cc1)N1C[C@H](Cc2ccccc2)N(CC2CCCCC2)C1=S (some centres undefined)	x	-6%	x	i	x

Gathered by group, the compounds so far containing an aryl methoxy group (2)
SMILES	H37Rv inhibition	influenza NS1A	PhoP GFP inhibition	inhibitors of VEEV	M. tuberculosis	others
COc1ccc(S(=O)(=O)NC2CCCCC2)cc1-n1cnnn1	-5%	0%	8%	0.8%	-9%
COc1ccc(N/C(N)=N/c2nc(CSc3nnc(C)s3)cc(=O)[nH]2)cc1	3%	-4%	4%	0.3%	-1%

Returning to the listing, repeating the three entries before the break.
SMILES	H37Rv inhibition	influenza NS1A	PhoP GFP inhibition	inhibitors of VEEV	M. tuberculosis	others
CN1C(=O)/C(=C/c2ccc(OCc3ccccc3F)cc2)NC1=S	8%	-6%	-5%	i	-4%
COc1ccc(N/C(N)=N/c2nc(CSc3nnc(C)s3)cc(=O)[nH]2)cc1	3%	-4%	4%	0.3%	-1%
CC(C)C[C@H]1CNC(=S)N1CC1CCCN1C[C@H](Cc1ccc(O)cc1)N1C[C@H](Cc2ccccc2)N(CC2CCCCC2)C1=S (some centres undefined)	x	-6%	x	i	x
COc1ccc(-n2c(SCCC#N)nnc2-c2cc(Cl)ccc2OC)cc1Cl	1%	7%	-13%&-5%	8.9%	18%
CC(C)Cn1c(N)c(C(=O)COC(=O)[C@@H]2CCCN2C(=O)c2cccs2)c(=O)n(C)c1=O	1%	-12%	0%	0.2%	2%
O=C(O)CC(SCC(=O)Nc1ccc(Cl)c(S(=O)(=O)N2CCOCC2)c1)C(=O)O (centres undefined)	-7%	-7%	-6%	i	5%
Cc1ccc(S(=O)(=O)N2CCCCC2C(=O)O)s1 (centres undefined)	-4%	-14%	-6%	i	-9%
COc1ccc(S(=O)(=O)N2CCC(C(=O)Nc3cc(Cl)ccc3N3CCOCC3)CC2)cc1OC	-4%	-3%	13%	6.0%	-23%
Fc1ccc(-n2cc(-c3ccccc3)c3c(=S)nc[nH]c32)cc1	4%	-165%	3%	6.6%	-16%
O=c1cc(CCl)nc(Cc2c(Cl)cccc2Cl)[nH]1	0.51µM*	-23%	6%	u	65%
Cc1cc(OCC(=O)C(C)(C)C)c2c(-c3ccccc3)cc(=O)oc2c1	3%	-1%	1%	7.9%	3%
CC(C)c1ccc(N(CC(=O)NCCCN2CCOCC2)S(=O)(=O)c2ccccc2)cc1	x	-2%	x	i	x
COc1ccc(CC2NCC(O)C2OC(C)=O)cc1 (centres undefined)	x	-3%	x	0.9%	x
COc1cccc(OC)c1C(=O)Nc1sc2c(c1C#N)CCC2	-3%	-1%	-7%	0.1%	14%
CC(=O)Nc1ccc(C(=O)NCCCOC(C)C)cc1	-1%	-5%	-7%	0.3%	-10%
CCOc1ccccc1NC(=O)C1CCCN(S(C)(=O)=O)C1 (centres undefined)	-6%	-3%	1%	i	-11%
CCCCOc1cccc(C(=O)NNC(=S)NC2CCCCC2)c1	1%	6%	2%	1.6%	-5%
Cc1nc2scc(C)n2c(=O)c1S(=O)(=O)Nc1ccc(N2CCN(C(=O)C(C)C)CC2)cc1	9%	1%	-11%	2.1%	18%
CC(C)c1ccc(C(=O)NNC(=O)C2C3CCC(C3)C2C(=O)O)cc1 (centres undefined)	-11%	x	-13%	x	-8%
CC(C)CCn1c(N2CCCC2)nc2c1c(=O)n(C)c(=O)n2C	-4%	-7%	-1%	i	30%
CC(=O)CC(=O)Nc1ncccn1	-8%	-2%	-3%	0.9%	5%
CCC(C)Nc1cc(C)nc2ncnn12 (centres undefined)	4%	-16%	6%	0.2%	4%
Cc1ccc2[nH]c(=O)c(COC(=O)c3cccs3)cc2c1	-2%	-2%	1%	3.0%	0%
CCOc1ccccc1NC(=O)NS(=O)(=O)c1ccc(C)cc1	-10%	-2%	39%	0.1%	-1%
O=C(CSc1ccc(Cl)cc1)Nc1nnc(-c2cccc([N+](=O)[O-])c2)s1	64%	-5%	-5%	1.6%	55%
O=S(=O)(NCc1ccc(Cl)cc1)c1cccc2cccnc12	13%	-3%	3%	0.7%	8%
N#CC1(NC(=O)CSc2n[nH]c(-c3ccccc3)n2)CCCCC1	-2%	-5%	-1%	3.8%	-2%
O=S(=O)(Nc1ccc2c3c(cccc13)CC2)c1ccc(F)cc1	11%	7%	-4%	1.8%	x
CCOC(=O)C1(CC2CCCCO2)CCN(Cc2nccn2-c2cccc(C)c2)CC1 (centres undefined)	-4%	-5%	-2%	0.3%	-4%
CC(C)n1c2ccccc2c2nnc(SCC(=O)Nc3ccccc3C(=O)O)nc21	3%	-11%	-4%	1.2%	58%
COc1ccc(-n2c(=O)[nH]c3ccccc3c2=O)c(OC)c1	-2%	12%	-5%	2.7%	2%
CSc1ccc(/C=C(/NC(=O)c2ccc(C)cc2)C(=O)Nc2cccc(C)c2)cc1	4%	9%	-2%	0.4%	-6%
CCOC(=O)C1(CC2CCCCO2)CCN(S(=O)(=O)c2c(C)nn(C)c2C)CC1 (centres undefined)	7%	-3%	8%	1.3%	1%
O=C(c1ccc(NS(=O)(=O)c2ccc(Cl)cc2)cc1)N1CCOCC1	1%	9%	1%	0.3%	-9%
Cc1nnc(NC(=O)C2CC(=O)N(c3ccccc3)C2)s1 (centres undefined)	1%	6%	-27%	0.6%	-7%
CC(C)[C@@H](C(=O)NCc1ccco1)N1C(=O)N2CCc3c([nH]c4ccccc34)[C@@]2(C)C1=O	-7%	9%	-10%	5.0%	25%
O=C(O)c1ccc(-c2ccccc2)[nH]c1=O	-3%	-8%	1%	0.5%	7%
Cc1noc(C)c1S(=O)(=O)NC1CCN(Cc2ccccc2)CC1	1%	-9%	10%	i	1%	inhibitors of VEEV 10K pilot screen=0.0
C/C(=N\NC(=O)c1ccccn1)c1ccc(Cl)cc1	u	x	1%	6.7%	x
O=C(NCCCl)Nc1cc([N+](=O)[O-])ccc1Cl	-8%	-15%	-1%	0.1%	-3%
Cc1ccc(NC(=O)COC(=O)[C@H](C)N2C(=O)C3CC=CCC3C2=O)cc1S(=O)(=O)N(C)C (some centres undefined)	0%	4%	10%	1.1%	7%
Cc1ccc(N=Nc2ccc(O)c(P(=O)(c3ccccc3)c3ccccc3)c2)cc1	3%	21%	-18%	46%	11%
CC(CCc1ccccc1)NC(=O)c1cccc([N+](=O)[O-])c1 (centres undefined)	7%	0%	1%	i	12%
OC1(c2ccc(F)cc2)CCN(Cc2cccnc2)CC1	-1%	-1%	7%	0.5%	-3%
Cc1cc(C=C2C(=O)c3ccccc3C2=O)c(C)n1-c1ccc(C(=O)O)cc1	12%	-5%	1%	1.8%	43%
Cc1nn(-c2ccccc2)c(C)c1NC(=O)c1ccc(S(=O)(=O)N2CCCC2)cc1	-1%	-3%	5%	0.5%	12%
N#C/C(=C\c1c[nH]c2ccccc12)C(=O)NC1CC1	-2%	-4%	3%	0.7%	-2%
Cc1ccc(S(=O)(=O)NC(C(=O)Oc2ccc3c(C)c(Cl)c(=O)oc3c2)c2ccccc2)cc1 (centres undefined)	u	-3%	-7%	1.2%	21%
COCCNC(=O)CN1CCC(NC(=O)Nc2ccc(C(F)(F)F)cc2)CC1	3%	2%	0%	i	3%
CC(C)NC(=O)C(Sc1ccccc1)c1ccccc1 (centres undefined)	-1%	-7%	-6%	6.0%	7%
CCN1CCN(C(=O)c2nn(-c3ccc(OC)cc3)c(=O)c3c2c2ccccc2n3C)CC1	4%	-4%	-4%	1.9%	-9%
Cc1[nH]c2c([N+](=O)[O-])cccc2c1C	-2%	-8%	-5%	i	14%
Cc1ccc(-c2c(CC(=O)O)c(C)nc3sc4c(c23)CCCC4)cc1	-4%	-26%	-18%	i	11%
CCc1ccc(OCc2nnc(SCC(=O)NCc3ccco3)o2)cc1	u	8%	-5%	0.9%	-6%
Cc1ccccc1N1CCN(C2CCCN(C(=O)c3cc[n+]([O-])cc3)C2)CC1 (centres undefined)	2%	4%	-1%	i	3%
COc1ccccc1CCNC(=O)Nc1cccc([N+](=O)[O-])c1	0%	-5%	-6%	6.0%	36%
C/C(=C\C#N)n1nc(C)cc1N	5%	9%	-8%	0.1%	9%
CCOc1ccc(C2C(C#N)=C(N)SC(N)=C2C#N)cc1OCC	-2%	14%	-7%	6.2%	-4%
O=C(COC(=O)Cc1ccsc1)Nc1ccccc1	-4%	-7%	-4%	0.6%	77%
COC(=O)Cc1ccc(NC(=S)NCc2ccccc2OC)cc1	1%	7%	-5%	i	u
CCOC(=O)C1CCCN(C(=O)c2ccc3c(c2)N(Cc2ccccc2)C(=O)c2ccccc2S3=O)C1 (centres undefined)	-3%	5%	-5%	i	9%
Cc1ccc(NC(=S)NNC(=S)Nc2cccc(C(F)(F)F)c2)cc1	-3%	-11%	10%	27%	u
CCN(CC(=O)Nc1c(F)cccc1F)C(=O)c1ccc(Cl)c(S(=O)(=O)N2CCCCC2)c1	-11%	5%	-3%	1.3%	4%
Following part
SMILES	H37Rv inhibition	influenza NS1A	PhoP GFP inhibition	inhibitors of VEEV	M. tuberculosis	others
CCOC(=O)c1ccc(NC(=O)CSc2nccn2C)cc1	17%	9%	6%	3.3%	9%
COc1ccccc1CNC(=O)[C@H](C)N1C(=O)N2CCc3c([nH]c4ccccc34)[C@@]2(C)C1=O	-4%	4%	-6%	3.7%	57%
OC(CN1CCOCC1)CN(c1ccccc1)c1ccccc1 (centres undefined)	-5%	15%	-4%	0.2%	-25%
CCOc1ccc(NC(=O)CC2C(=O)N(C)C(=S)N2Cc2ccc3c(c2)OCO3)cc1 (centres undefined)	-4%	13%	-3%	2.5%	60%
CC1CC2(O)c3nonc3CCC2N1O (centres undefined)	8%	-6%	-9%	3.7%	-2%
O=C1C(=O)c2c(C(=O)c3ccccc3)coc2-c2ccccc21	-2%	21%	5%	i	58%
Cc1ccc(-c2csc3nc[nH]c(=S)c23)cc1C	57%	23%	-6%	i	u
CC1CN(S(=O)(=O)c2cccc(C(F)(F)F)c2)CN1C(=O)N1CCOCC1 (centres undefined)	5%	0%	8%	0.4%	-14%
COc1ccc(-c2c(C)nn3c(N4CCN(Cc5ccccc5)CC4)cc(C)nc23)cc1OC	1%	7%	-2%	6.9%	14%
COc1ccc(S(=O)(=O)N[C@H](C(=O)N2CC[C@@]3(O)CCCC[C@H]3C2)c2ccccc2)cc1	3%	4%	28%	1.6%	15%
Cn1c(SCC(=O)NC2CC2)nnc1-c1ccccc1	-15%	-4%	-3%	3.3%	-14%

Grouped by structure: the entries above containing a CF3 group
SMILES	H37Rv inhibition	influenza NS1A	PhoP GFP inhibition	inhibitors of VEEV	M. tuberculosis	others
COCCNC(=O)CN1CCC(NC(=O)Nc2ccc(C(F)(F)F)cc2)CC1	3%	2%	0%	i	3%
Cc1ccc(NC(=S)NNC(=S)Nc2cccc(C(F)(F)F)c2)cc1	-3%	-11%	10%	27%	u
CC1CN(S(=O)(=O)c2cccc(C(F)(F)F)c2)CN1C(=O)N1CCOCC1 (centres undefined)	5%	0%	8%	0.4%	-14%
